GASC1 inh: inhibitors of GASC-1 (KDM4C) histone demethylase, primary screen, biochemical, single concentration HTS; Lysine-specific demethylase 4C (Homo sapiens), Q9H3R0; GST-KDM4C 2-372, H3K9me3 peptide, LANCE TR-FRET; inhibition, % at 12.5 µM; 96,000 tested, 0.15% active;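 active = mean replicate inhibition above about 25%, with at least 55% of replicates also reaching it, limit read from the data, passing the limit was not always enough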
Target sequence (Q9H3R0 2-372 limits assumed): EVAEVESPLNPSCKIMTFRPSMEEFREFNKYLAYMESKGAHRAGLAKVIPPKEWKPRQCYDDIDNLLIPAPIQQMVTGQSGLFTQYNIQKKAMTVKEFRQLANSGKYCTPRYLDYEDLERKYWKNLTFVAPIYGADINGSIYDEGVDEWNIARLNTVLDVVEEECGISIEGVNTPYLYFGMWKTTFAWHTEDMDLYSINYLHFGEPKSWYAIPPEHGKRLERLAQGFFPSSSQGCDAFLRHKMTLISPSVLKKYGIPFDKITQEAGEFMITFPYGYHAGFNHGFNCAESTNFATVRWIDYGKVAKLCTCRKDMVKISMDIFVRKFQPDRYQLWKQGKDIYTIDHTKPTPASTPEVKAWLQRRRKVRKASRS
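Material: N-terminal GST-fused human GASC-1 (KDM4C) fragment, residues 2-372. Input: 10 nM enzyme. Incubation: enzyme reaction 30 min, then detection 60 min, both room temperature. Doses: one test concentration per compound. Read-out basis: inhibition from TR-FRET ratio decrease. Detection: LANCE TR-FRET, excitation 340 nm, emissions 618 and 671 nm.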
C diff HTS: C. difficile growth inhibitors, primary screen, HTS | Clostridium difficile clinical isolate growth, OD600, 24 h; stronger effect = lower value | growth activity, negative = inhibition, % at 16 µg/mL (by protocol) | 86,000 tested, 0.25% active;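 active = mean growth activity at or below -80% and every replicate also at or below -80%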;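 also: 0% = DMSO wells and -100% = levofloxacin 16 µg/mL wells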
Pf Dd2 inh: P. falciparum Dd2 growth inhibitors, primary screen, SYBR Green fluorescence, single dose replicates; 72 h; stronger effect = lower value; activity change, % at 10 µM; 94,000 tested, 2.3% active; AID 1159554, 2015; in the data active = activity change below about -80%
Tcruzi prolif: T. cruzi intracellular proliferation inhibitors, primary screen, cell-based, beta-gal Tulahuen parasites, NIH3T3 host, luminescence; T. cruzi beta-gal in NIH3T3, GalScreen luminescence, 90 h; inhibition, % at 8.34 µM; 77,000 tested, 5.9% active;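 active = mean inhibition above about 93%, with at least 55% of replicates each passing it, limit read from the data, passing the limit was not always enough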
An asterisk follows results filed as active; x = not tested or not shown; & = joins results of further samples.

SMILES	GASC1 inh	C diff HTS	Pf Dd2 inh	Tcruzi prolif
Cc1noc(C)c1S(=O)(=O)N(C)C[C@H]1OCCCC[C@H](C)Oc2ccc(NS(=O)(=O)c3ccccc3)cc2C(=O)N([C@H](C)CO)C[C@@H]1C	-0.4	-4	-42	77
C[C@H]1CN([C@@H](C)CO)C(=O)Cc2cc(NC(=O)Nc3ccccc3)ccc2O[C@H]1CN(C)C(=O)Nc1ccc(F)cc1	0.1	0	3	-12
C[C@@H]1CCCCO[C@@H](CN(C)Cc2ccncc2)[C@H](C)CN([C@@H](C)CO)C(=O)c2cc(NS(=O)(=O)c3ccc(F)cc3)ccc2O1	4.4	3	-1	x
O=C(Nc1ccc(F)cc1)N1CC(=O)N2[C@H](CO)[C@H](c3ccc(Br)cc3)[C@@H]2C1	0.1	5	-5	x
COc1ccccc1-c1cccc(-c2nc(C(=O)N3CCCCC3)cc3c2[C@@H](CCO)N([S@](=O)C(C)(C)C)C3)c1	-1.1	x	-44	55
CC(C)NC(=O)Nc1cccc2c1O[C@H](CN(C)Cc1ccc(C(F)(F)F)cc1)[C@@H](C)CN([C@@H](C)CO)C2=O	-0.2	49&7	-16	x
C[C@H]1CN([C@@H](C)CO)S(=O)(=O)c2ccc(C#Cc3cccc(F)c3)cc2O[C@@H]1CN(C)S(=O)(=O)c1ccccc1F	-0.4	4	-69	104*
COc1ccc(NC(=O)Nc2cccc3c2O[C@@H](CN(C)C(=O)Nc2ccc4c(c2)OCO4)[C@@H](C)CN([C@H](C)CO)C3=O)cc1	1.4	x	5	57
CCC(=O)N(C)C[C@H]1Oc2cc(/C=C/c3ccccc3)ccc2S(=O)(=O)N([C@@H](C)CO)C[C@@H]1C	-1.5	-9	-52	75
C[C@H](CO)N1C[C@H](C)[C@H](CN(C)Cc2ccc3c(c2)OCO3)OCCCC[C@H](C)Oc2ccc(NC(=O)NC3CCCCC3)cc2C1=O	-1.5	7	x	x

An excerpt from above, reduced to GASC1 inh, C diff HTS and Pf Dd2 inh:
smiles | GASC1 inh | C diff HTS | Pf Dd2 inh
C[C@@H]1CCCCO[C@@H](CN(C)Cc2ccncc2)[C@H](C)CN([C@@H](C)CO)C(=O)c2cc(NS(=O)(=O)c3ccc(F)cc3)ccc2O1 | 4.4 | 3 | -1
O=C(Nc1ccc(F)cc1)N1CC(=O)N2[C@H](CO)[C@H](c3ccc(Br)cc3)[C@@H]2C1 | 0.1 | 5 | -5
COc1ccccc1-c1cccc(-c2nc(C(=O)N3CCCCC3)cc3c2[C@@H](CCO)N([S@](=O)C(C)(C)C)C3)c1 | -1.1 | x | -44
CC(C)NC(=O)Nc1cccc2c1O[C@H](CN(C)Cc1ccc(C(F)(F)F)cc1)[C@@H](C)CN([C@@H](C)CO)C2=O | -0.2 | 49&7 | -16
C[C@H]1CN([C@@H](C)CO)S(=O)(=O)c2ccc(C#Cc3cccc(F)c3)cc2O[C@@H]1CN(C)S(=O)(=O)c1ccccc1F | -0.4 | 4 | -69

The main list resumes; the two compounds before the break are reprinted first.
SMILES	GASC1 inh	C diff HTS	Pf Dd2 inh	Tcruzi prolif
CCC(=O)N(C)C[C@H]1Oc2cc(/C=C/c3ccccc3)ccc2S(=O)(=O)N([C@@H](C)CO)C[C@@H]1C	-1.5	-9	-52	75
C[C@H](CO)N1C[C@H](C)[C@H](CN(C)Cc2ccc3c(c2)OCO3)OCCCC[C@H](C)Oc2ccc(NC(=O)NC3CCCCC3)cc2C1=O	-1.5	7	x	x
CN1C(=O)c2cc(NC(=O)C3CCOCC3)ccc2OC[C@H]2O[C@H](CC(=O)O)CC[C@@H]21	1.6	-4	-9	5
CNC[C@H]1OCCCC[C@@H](C)Oc2ccc(N)cc2C(=O)N([C@@H](C)CO)C[C@@H]1C	-0.5	1	-71	-12
O=C(C[C@@H]1C[C@@H]2c3cc(NC(=O)Nc4ccc(C(F)(F)F)cc4)ccc3O[C@@H]2[C@@H](CO)O1)NCc1cc(F)ccc1F	-0.2	13	-12	55
COC(=O)[C@H]1[C@H](CO)[C@H]2Cn3c(ccc(-c4cccc(F)c4)c3=O)[C@H]2N1CC1CC1	4.2	3	-3	89
C[C@@H]1CN([C@H](C)CO)C(=O)CCCn2nncc2CO[C@@H]1CN(C)C(=O)c1cc(-c2ccccc2)on1	-0.3	9&-1	-7&-7	-16&18
C[C@@H]1CN([C@H](C)CO)C(=O)c2cccc(NC(=O)C3CCOCC3)c2O[C@H]1CN(C)CC1CC1	1.5	-3	-4	-5
COc1ccc(CN(C)C[C@@H]2OCCCC[C@H](C)Oc3ccc(NC(=O)NC(C)C)cc3C(=O)N([C@@H](C)CO)C[C@H]2C)cc1	0.0	-8	-29	52
Cc1ccc(S(=O)(=O)Nc2ccc3c(c2)C(=O)N([C@@H](C)CO)C[C@H](C)[C@H](CN(C)C(=O)Nc2c(C)noc2C)O3)cc1	-0.1	-7	15	-12
C[C@H](CO)N1C[C@H](C)[C@@H](CN(C)Cc2ccc(C(=O)O)cc2)Oc2c(NC(=O)c3nc4ccccc4s3)cccc2C1=O	0.1	0	9	42
CO[C@H]1CN(C)C(=O)c2ccc(NC(=O)C3CC3)cc2OC[C@H](C)N(C(=O)c2cccnc2)C[C@@H]1C	1.4	x	29	112*

Profiles, looked up by structure. Screens in order: GASC1 inh, C diff HTS, Pf Dd2 inh, Tcruzi prolif
Profile of C[C@H](CO)N1C[C@H](C)[C@@H](CN(C)Cc2ccc(C(=O)O)cc2)Oc2c(NC(=O)c3nc4ccccc4s3)cccc2C1=O → 0.1, 0, 9, 42
Profile of COc1ccc(CN(C)C[C@@H]2OCCCC[C@H](C)Oc3ccc(NC(=O)NC(C)C)cc3C(=O)N([C@@H](C)CO)C[C@H]2C)cc1 → 0.0, -8, -29, 52

Continuation.
SMILES	GASC1 inh	C diff HTS	Pf Dd2 inh	Tcruzi prolif
COc1ccccc1S(=O)(=O)N1CC[C@@H]2[C@H]1c1cc(-c3ccc(C#N)cc3)ccc1N[C@@H]2CO	1.4	-1	19	31
CO[C@H]1CN(C)C(=O)c2cc(NS(=O)(=O)c3ccc(C)cc3)ccc2OC[C@@H](C)N(C(=O)NC(C)C)C[C@@H]1C	0.6	x	26	59
CO[C@H]1CN(C)C(=O)c2ccc(NC(C)=O)cc2OC[C@H](C)N(Cc2nccs2)C[C@H]1C	15	x	15	-4
C[C@H]1CN([C@@H](C)CO)C(=O)c2cccc(NC(=O)c3ccncc3)c2O[C@@H]1CN(C)Cc1ccncc1	3.3	0	6	52
CN(C[C@@H]1N[C@H](CO)[C@H]1c1ccc(C2=CCCC2)cc1)C(=O)c1cccc(F)c1	1.3	8	-19	70
C[C@H]1CN([C@@H](C)CO)C(=O)c2cccc(NC(=O)Nc3ccc(F)cc3)c2O[C@@H]1CN(C)C(=O)NC1CCCCC1	-0.9	4	1	-1
CCC(=O)N1CC2(CCN(Cc3nccs3)CC2)c2c(n(C)c3cc(OC)ccc23)[C@H]1CO	0.1	-2	-68	x
COc1ccc(NC(=O)N(C)C[C@H]2OCCCC[C@@H](C)Oc3ccc(NS(=O)(=O)c4ccccc4)cc3C(=O)N([C@H](C)CO)C[C@H]2C)cc1	-0.3	8	-71	93
C[C@@H]1CN([C@@H](C)CO)C(=O)c2cc(NC(=O)Nc3ccccc3)ccc2O[C@@H](C)CCCCO[C@H]1CN(C)S(=O)(=O)c1cn(C)cn1	-0.3	2	-5	41
CCC(=O)Nc1ccc2c(c1)C(=O)N(C)C[C@H](OC)[C@@H](C)CN(Cc1nccs1)[C@@H](C)CO2	2.3	x	x	24
CC(C)NC(=O)N1[C@H](CN(C)C(=O)c2ccncc2)[C@@H](c2ccccc2)[C@@H]1CO	0.7	5	15	-23
CO[C@H](CN(C)S(=O)(=O)c1ccc(F)cc1)[C@@H](C)CN(C(=O)Nc1ccccc1F)[C@@H](C)CO	-2.7	x	10	19
O=C(Cc1ccccc1)N1C[C@H]2[C@@H](c3ccccc31)[C@H](CO)N2C(=O)Nc1ccc(F)cc1	1.1	-15	-1	9
C[C@H]1CN([C@@H](C)CO)C(=O)Cc2cc(NC(=O)CCCCCC(=O)Nc3ccccc3N)ccc2O[C@@H]1CN(C)CC1CCCCC1	-0.9	3	-41	59
COc1ccc(C#Cc2ccc([C@@H]3[C@@H](CO)N4CCCCN(S(=O)(=O)c5cn(C)cn5)C[C@H]34)cc2)cc1	-0.4	10	13	70
CS(=O)(=O)Nc1ccc2c(c1)[C@@H]1C[C@@H](CC(=O)NCc3ccccc3F)O[C@@H](CO)[C@@H]1O2	-3.6	2	2	74
O=C(Nc1ccc(F)cc1)N[C@@H]1CC[C@@H](CC(=O)N2CCOCC2)O[C@H]1CO	1.5	x	-2	35
O=C(C[C@H]1C=C[C@H](NC(=O)c2ccccc2)[C@H](CO)O1)NCc1ccncn1	-0.2	x	25	-33
C[C@@H]1CN([C@H](C)CO)C(=O)c2cc(C#Cc3cccnc3)cnc2O[C@H]1CN(C)Cc1ccc(F)cc1	-0.1	-2	-33	x
CCCC#Cc1ccc2c(c1)O[C@H](CN(C)Cc1ccncc1)[C@H](C)CN([C@H](C)CO)S2(=O)=O	-1.4	6	-37	114*
Cc1noc(C)c1S(=O)(=O)N(C)C[C@H]1Oc2ccc(NC(=O)CCCN(C)C)cc2C(=O)N([C@H](C)CO)C[C@H]1C	3.3	-1	15	9
CC=Cc1ccc2n(c1=O)C[C@H]1[C@H](CO)[C@@H](C(=O)NCC3CC3)[C@@H]2N1C(=O)C1CC1 (mixture of isomers)	-0.6	0	15	7
CCCC#Cc1ccc([C@@H]2[C@@H](C#N)N(C(=O)C3CCCC3)[C@@H]2CO)cc1	0.1	-3	-8	102*
C[C@H](CO)N1C[C@H](C)[C@@H](CN(C)CC2CC2)Oc2cc(-c3ccc(F)cc3)ccc2S1(=O)=O	x	0	-62	x
CO[C@@H]1CN(C)C(=O)c2ccc(NC(=O)C3CCOCC3)cc2OC[C@H](C)N(C(C)=O)C[C@@H]1C	1.1	x	9	x
CCCNC(=O)N1[C@@H](CO)[C@@H](c2ccccc2)[C@@H]1CNC(=O)c1ccccc1	-0.9	-2	5	68
CCC(=O)Nc1ccc2c(c1)C(=O)N(C)C[C@H](OC)[C@H](C)CN(C(=O)Cc1ccccn1)[C@H](C)CO2	-0.2	x	-18	2
CO[C@H]1CN(C)C(=O)c2ccc(NC(=O)NC(C)C)cc2OC[C@@H](C)N(Cc2ccccc2)C[C@H]1C	0.2	x	-2	-12
CCCNC(=O)N[C@@H]1CC[C@H](CCn2cc(C3CC3)nn2)O[C@@H]1CO	-1.6	1	-1	x
CC(C)C#Cc1ccc2c(c1)O[C@H](CN(C)Cc1cccnc1)[C@H](C)CN([C@@H](C)CO)S2(=O)=O	2.0	0	-28	104*
C[C@H](CO)N1C[C@H](C)[C@@H](CN(C)C(=O)Nc2cccc3ccccc23)Oc2c(NC(=O)Nc3ccc(F)cc3)cccc2C1=O	0.4	4	0	41
COC(=O)C[C@H]1C[C@@H]2c3cc(NC(=O)Nc4ccccc4)ccc3O[C@@H]2[C@H](CO)O1	0.5	3	-17	24
C[C@@H]1CCCCO[C@@H](CN(C)Cc2ccc(C(F)(F)F)cc2)[C@@H](C)CN([C@@H](C)CO)C(=O)c2cc(NC(=O)NC3CCCCC3)ccc2O1	1.1	14	-20	92
C[C@H](CO)N1C[C@H](C)[C@@H](CN(C)S(=O)(=O)c2cccs2)Oc2ccc(NS(=O)(=O)c3cccs3)cc2C1=O	x	20	-6	x

Bioassay records as filed in PubChem.
